High-throughput results: PubChem, several laboratories
bIAP activator = bovine intestinal alkaline phosphatase activators, primary screen, biochemical, bovine IAP, CDP-star luminescence | purified bovine IAP, 30 min; hits give high values; fold of DMSO-control signal, blank-subtracted | activation factor at 20 µM | 200,000 compounds, 0.17% hits | AID 1016, 2008;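 active = activation factor of 2 or more at 20 µM, a signal rise over negative controls twice the positive control's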
TNAP inh no acc = human TNAP enzyme inhibitors, primary screen, biochemical, luminescent, no phosphate acceptor, uHTS. 200,000 compounds, 0.26% hits. inhibition, % at 20 µM. purified TNAP, CDP-star luminescence, 30 min;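 active = tissue-nonspecific alkaline phosphatase inhibition above about 50% at 20 µM in the single-dose screen, limit read from the data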;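 also: 0% = DMSO negative control and 100% = EDTA positive control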
Target sequence (P05186 whole entry, looked up): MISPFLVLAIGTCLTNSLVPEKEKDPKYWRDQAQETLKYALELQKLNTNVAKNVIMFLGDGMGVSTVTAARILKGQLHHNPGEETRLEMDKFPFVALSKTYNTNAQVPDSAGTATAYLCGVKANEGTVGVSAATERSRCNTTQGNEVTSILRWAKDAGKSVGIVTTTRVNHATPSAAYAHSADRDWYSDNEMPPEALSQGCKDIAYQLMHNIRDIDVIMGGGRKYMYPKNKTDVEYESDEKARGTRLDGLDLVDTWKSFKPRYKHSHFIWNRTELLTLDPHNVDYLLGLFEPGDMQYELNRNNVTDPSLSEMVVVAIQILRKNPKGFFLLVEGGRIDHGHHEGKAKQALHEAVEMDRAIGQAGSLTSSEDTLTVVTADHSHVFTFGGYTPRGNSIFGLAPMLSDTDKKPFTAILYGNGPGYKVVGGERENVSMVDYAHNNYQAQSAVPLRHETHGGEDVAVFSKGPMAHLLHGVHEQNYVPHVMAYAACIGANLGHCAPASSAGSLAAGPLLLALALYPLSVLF
Diaphorase act = compounds boosting diaphorase resazurin reduction – biochemical, uHTS, resorufin fluorescence, counter-screen for diaphorase-coupled primary assays, primary screen. Diaphorase/resazurin coupled assay, 16 min; hits give high values; 1 = vehicle wells, 0 = NADH-free wells. activation factor at 20 µM. 190,000 compounds, 0.005% hits;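 active = diaphorase activity raised at least twofold by the compound at 20 µM; inactive = activation factor below 2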
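Assay system: bacterial diaphorase enzyme (C. kluyveri) / Input: enzyme 0.07 U/mL final / Medium: 50 mM HEPES pH 7.4 with 4.542 mM MgCl2, 0.005% Tween 20 / Doses: single compound dose of 20 µM, 1% DMSO final / Incubation: 16 min enzyme reaction, ambient temperature / Signal: fluorescence, excitation 544 nm and emission 590 nm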
PMI act = activators of human PMI, primary screen, biochemical, fluorescence intensity, near-Km mannose 6-phosphate | activation factor at 20 µM | AID 1214, 2008 | 190,000 compounds, 0.005% hits | purified human PMI, coupled resazurin fluorescence, 20 min; hits give high values; 1 = vehicle control, 0 substrate-free wells;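 active = activation factor of 2 or more at 20 µM, relative to plate controls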
Target sequence (P34949 whole entry, looked up): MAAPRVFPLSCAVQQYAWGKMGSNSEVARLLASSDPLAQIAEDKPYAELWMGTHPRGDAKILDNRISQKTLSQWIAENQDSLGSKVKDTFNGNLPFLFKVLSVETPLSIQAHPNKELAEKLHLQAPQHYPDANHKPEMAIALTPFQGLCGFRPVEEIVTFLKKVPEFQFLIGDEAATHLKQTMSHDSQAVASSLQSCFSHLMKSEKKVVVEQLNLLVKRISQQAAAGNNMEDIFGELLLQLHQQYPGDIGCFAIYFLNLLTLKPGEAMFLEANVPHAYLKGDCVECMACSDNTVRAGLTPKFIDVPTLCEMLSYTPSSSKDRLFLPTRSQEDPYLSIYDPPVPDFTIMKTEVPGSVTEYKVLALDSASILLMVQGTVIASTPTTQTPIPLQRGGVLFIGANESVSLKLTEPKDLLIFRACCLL
TNAP act hi DEA = TNAP activators at high phosphate acceptor level, primary screen, biochemical, luminescence, uHTS. Alkaline phosphatase, tissue-nonspecific isozyme (Homo sapiens), P05186. 200,000 tested, under 10 active. activation factor at 20 µM. AID 1136, 2008. purified TNAP, CDP-star luminescence, 1 M DEA, 30 min; hits give high values; 0 = EDTA background, 1 = DMSO-only activity;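 active = activation factor at least 2 at 20 µM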
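Control set: EDTA negative control, DMSO positive control / Assay system: human TNAP / Quantity: TNAP 1/800 final / Evaluation: TNAP activation factor scaled between EDTA and DMSO control wells / Measured by: luminescent substrate turnover signal / Compound dosing: one dose, 20 µM / Times: 30 min enzyme reaction at room temperature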
PMI act satM6P = human PMI activators, high substrate, primary screen, biochemical, fluorescence intensity, near-saturating mannose 6-phosphate | activation factor at 20 µM | AID 1216, 2008 | coupled PMI enzyme assay, resazurin fluorescence, 20 min; hits give high values; 1 = untreated enzyme, 0 = substrate-free blank | 190,000 compounds, 0.34% hits | Mannose-6-phosphate isomerase (Homo sapiens), P34949;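 active = activation factor of 2 or more at 20 µM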
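Test system – human PMI in coupled enzyme assay · Timing – 20 min incubation at room temperature · Detection – Diaphorase-driven resazurin-to-resorufin fluorescence, excitation 544, emission 590 nm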
bIAP inh = bovine intestinal alkaline phosphatase inhibitors, primary screen, selectivity assay for TNAP inhibitor project, biochemical, bovine IAP, CDP-star luminescence; purified bovine IAP, 30 min; inhibition, % at 20 µM; 190,000 tested, under 10 active;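 active = over 50% inhibition of intestinal alkaline phosphatase at 20 µM in the single-dose screen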
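test system = bovine IAP enzyme | medium = DEA buffer 100 mM, pH 9.8, with MgCl2 1.0 mM, ZnCl2 0.02 mM | detection = luminescence | dosing = single compound dose of 20 µM, 2% DMSO final | incubation = 30 min reaction at room temperature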
Lmaj promast = Leishmania major promastigote growth inhibition, primary screen; Leishmania major promastigotes, resazurin fluorescence viability; inhibition, % at 10 µM; 200,000 compounds, 9% hits; in the data active = inhibition above about 50%;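 also: promastigotes grown with compound for 44 hours at 28 °C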
Diaph inh CS = diaphorase inhibitors and chemical oxidizers, primary screen, counter-screen for diaphorase-coupled primary assays, biochemical, uHTS, resorufin fluorescence; diaphorase resazurin-to-resorufin fluorescence, NADH, 16 min; bacterial (C. kluyveri) enzyme, not human; inhibition, % at 20 µM; 190,000 compounds, 0.69% hits;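 active = primary screen inhibition at 20 µM above a set limit, cut at about 50% in these data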;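 also: plate controls were DMSO with full reaction for no effect and wells lacking NADH for full effect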
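Benchmarks: positive control wells lacking NADH, neutral wells with DMSO only. System: bacterial diaphorase enzyme (C. kluyveri). Input: 0.14 U/mL diaphorase, enzyme working solution. Detection: resorufin fluorescence, excitation 544 nm, emission 590 nm. Times: 16-min room-temperature incubation before reading.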
TNAP inh hi DEA = human TNAP enzyme inhibitors, primary screen, biochemical, luminescent, high phosphate acceptor level, uHTS | purified TNAP, CDP-star luminescence, 1 M DEA | Alkaline phosphatase, tissue-nonspecific isozyme (Homo sapiens), P05186 | inhibition, % at 20 µM | AID 1135, 2008 | 200,000 compounds, 0.03% hits;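 active = over 50% inhibition of tissue-nonspecific alkaline phosphatase at 20 µM in the single-dose screen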;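 also: plate controls were DMSO wells for no effect and EDTA-quenched wells as full inhibition for full effect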
Starred values were filed as active, the others as inactive; / = no result given.

Under each structure: Diaphorase act, TNAP act hi DEA, bIAP inh, PMI act satM6P, TNAP inh no acc, bIAP activator, Lmaj promast, Diaph inh CS, TNAP inh hi DEA, PMI act
(1) COc1ccc(OC(=O)CCc2c[nH]c3ccccc23)cc1
→ 0.8, 1, 12, 0.8, -6, 0.9, 3, 17, 0, 0.9
(2) Cn1c(CSc2ncccn2)nnc1SCC(=O)N1CCCC1
→ 1, 1, -7, 0.9, -5, 1.1, -10, 5, -3, 0.8
(3) O=C(CCn1c(SCC(=O)c2ccccc2)nc2ccccc2c1=O)NCc1ccc(F)cc1
→ 1, 1, 3, 1.1, -7, 1, 3, -1, 0, 1
(4) O=[N+]([O-])c1cccc(/C=N/NS(=O)(=O)c2ccccc2)c1
→ 1, 1, -1, 1.1, -8, 1, 1, 5, -2, 1.5
(5) Cc1ccc(C(c2nnnn2CS(=O)(=O)c2ccc(C)cc2)N2CCC(C)CC2)cc1 (centres undefined)
→ 0.8, 1, 11, 0.9, -4, 0.9, 12, 20, -3, 0.9
(6) CC(=O)NC1CC2CCCC(C1)N2S(=O)(=O)c1cccc(F)c1 (centres undefined)
→ 0.9, 1, -4, 1.1, -4, 1, 0, 6, 4, 1.1
(7) CC(=O)N1CCC(=O)Nc2ccc([N+](=O)[O-])cc21
→ 1, 1, 5, 1.1, -10, 0.9, -2, 2, -1, 1.1
(8) O=C(Nc1ccc(-c2nc3ccccc3o2)cc1)c1cc(-n2cnnc2)ccc1Cl
→ 0.9, 1, 4, 0.9, 1, 1, 27, 9, 3, 1
(9) FC(F)(F)c1ccccc1NC(=S)NN1CCOCC1
→ 0.9, 1.1, 10, 1.1, -17, 0.9, -3, 11, -7, 1
(10) CCCCN1C2CCCC1CC(NC(=O)C1CCCCC1)C2 (centres undefined)
→ 0.8, 1.1, 11, 1, -14, 0.9, 88*, 16, -7, 1
(11) Cc1ccc(/C(N)=N/OC(=O)COc2ccccc2Cl)cc1
→ 0.7, 1, 22, 0.8, -12, 0.8, -6, 33, -5, 0.8
(12) COC(=O)CSC1=C(C#N)C(c2sccc2C)CC(=O)N1 (centres undefined)
→ 0.9, 1, 8, 0.9, -10, 0.9, -12, 10, -1, 1.2
(13) CCOc1cc(Br)c(C(=O)O)cc1OC
→ 0.9, 1, 9, 1.1, -19, 0.9, -8, 8, -2, 1.1
(14) O=C(NCCCN1CCC(Cc2ccccc2)CC1)C1CC(=O)N(C2CCCC2)C1 (centres undefined)
→ 0.9, 1, -17, 0.9, -23, 1.2, -7, 6, -3, 0.9
(15) Cc1ccccc1NC(=S)C1=C(O)c2sccc2N(C)S1(=O)=O
→ 0.8, 1, 1, 0.8, 0, 1, -9, 19, 2, 0.6
(16) Cc1cc(NC(=O)CCC(=O)N(CCc2ccccc2)C(C(=O)NC2CCCC2)c2ccco2)no1 (centres undefined)
→ 0.8, 1.1, -1, 0.9, -12, 1, 2, 19, -7, 0.8
(17) Cc1cc(C)c(C#N)c(SCc2cc3c(cc2Cl)OCO3)n1
→ 0.9, 1, 9, 1, -9, 0.9, 0, 10, -2, 1
(18) Cc1csc(SCC(=O)Nc2ncc(Cl)c(C)c2Cl)n1
→ 1, 0.9, 4, 1.1, 1, 1, 2, -1, 9, 1
(19) c1ccc(OCCOc2ncnc3sccc23)cc1
→ 0.9, 1, 9, 0.9, -5, 0.9, -6, 15, 1, 0.8
(20) O=C1c2cccc3c(Cl)ccc(c23)C(=O)N1O
→ 0.8, 1, 11, 0.8, 9, 0.9, -7, 21, 3, 0.9

Part of the list above, showing only TNAP inh no acc and bIAP activator:
No. | Compound | TNAP inh no acc | bIAP activator
12 | COC(=O)CSC1=C(C#N)C(c2sccc2C)CC(=O)N1 (centres undefined) | -10 | 0.9
8 | O=C(Nc1ccc(-c2nc3ccccc3o2)cc1)c1cc(-n2cnnc2)ccc1Cl | 1 | 1
4 | O=[N+]([O-])c1cccc(/C=N/NS(=O)(=O)c2ccccc2)c1 | -8 | 1

New compounds follow:
Under each structure: Diaphorase act, TNAP act hi DEA, bIAP inh, PMI act satM6P, TNAP inh no acc, bIAP activator, Lmaj promast, Diaph inh CS, TNAP inh hi DEA, PMI act
(21) CCN(CC)c1ccc(/C=N/Nc2ccc(C)cc2)c(O)c1
→ 0.6, 1, -2, 1.7, 3, 1, -2, 43, 2, 1.2
(22) CC1(C)Cc2ccccc2-c2nc(NCCO)n(-c3ccccc3)c(=O)c21
→ 1, 0.9, -6, 1.1, 1, 1.1, -2, 1, 5, 1.1
(23) CC(=O)Nc1ccc(C2(O)COc3ccccc3O2)cc1 (centres undefined)
→ 0.9, 1.1, 5, 1, -15, 0.9, -10, 14, -7, 1
(24) Cc1ccc(NC(=S)NC(C)CCc2ccccc2)cc1C (centres undefined)
→ 0.8, 1, 5, 1, -20, 1, 90*, 16, -1, 1
(25) CCC(CC)=N/N=C/c1c(O)n(CC)c2cc(C3=NNC(=O)CC3)ccc12
→ 0.9, 1, -5, 1.8, -10, 1.1, 3, 14, 4, 1.4
(26) CNC(=O)c1c(Cl)cnn1-c1ccccc1
→ 1, 1, -7, 1.1, -8, 1.1, -4, -5, -2, 1
(27) C=CCOc1ccc(C2C(C#N)=C(N)N(Nc3ccccc3)C3=C2C(=O)CC(C)(C)C3)cc1OC (centres undefined)
→ 0.8, 1.1, 4, 0.8, -14, 1, 89*, 24, -11, 0.9
(28) COc1cc(C(C)=O)ccc1COc1ccc(C(=O)OCC(=O)NC2CCS(=O)(=O)C2)cc1OC (centres undefined)
→ 0.9, 1, -18, 1.1, -9, 1.2, 28, 6, -4, 1.1
(29) Cc1cccc(CC2CC(=O)N(c3ccccc3)C2=O)c1 (centres undefined)
→ 0.9, 1, 0, 1, -11, 1, -5, 13, -4, 0.9
(30) O=C(Cn1c(=O)oc2ccccc21)Nc1ccc2c(c1)OCCO2
→ 0.9, 1, 11, 0.9, -11, 0.9, -4, 10, -4, 0.9
(31) Cc1ccc(O)c(-c2cc(C(=O)Nc3c(C)n(C)n(-c4ccccc4)c3=O)[nH]n2)c1
→ 0.9, 1, -10, 0.9, -61, 1.1, -6, 10, 1, 0.9
(32) CCOC(=O)c1[nH]cnc1C(=O)NC1CCCCC1
→ 0.9, 1, -38, 1, 3, 1.4, 7, 9, -4, 1
(33) CCCCc1nnc(NC(=O)CSc2nc(O)c(Cc3ccccc3)c(=O)[nH]2)s1
→ 0.9, 1, -9, 1.1, -4, 1.1, -16, 6, 1, 1.1
(34) CN1CCN(c2ccc(C(=O)c3cn(-c4ccc(F)c(Cl)c4)nn3)cc2)CC1
→ 1.1, 1, 1, 1, -15, 1, 50*, -10, -3, 1
(35) N#Cc1c(NC(=O)CSc2nnc(-c3ccccc3)o2)sc2c1CCCC2
→ 1, 0.4, 10, 1, 4, 0.9, 2, 4, 63*, 1.1
(36) NC(=O)CCNC(=O)c1ccc(Cl)cc1
→ 0.9, 1, 14, 0.9, -13, 0.9, 1, 13, 0, 0.9
(37) COc1ccccc1OCc1nc(-c2cccc([N+](=O)[O-])c2)no1
→ 0.9, 1, 15, 0.9, -11, 0.9, -1, 14, -2, 1
(38) O=C1c2ccccc2-c2onc3ccc(NCc4ccco4)c1c23
→ 0.6, 0.8, 34, 0.4, 15, 0.7, -2, 42, 24, 0.8
(39) O=C(CCl)Nc1ccc(Oc2cnc3ccccc3n2)cc1
→ 0.9, 1.1, 6, 1, -13, 0.9, 66*, 10, -5, 1
(40) O=C(O)CCC(=O)CCC(=O)c1ccccc1
→ 1.1, 1, 12, 1.1, -11, 0.9, -4, -8, -2, 1.1

(continued)
Under each structure: Diaphorase act, TNAP act hi DEA, bIAP inh, PMI act satM6P, TNAP inh no acc, bIAP activator, Lmaj promast, Diaph inh CS, TNAP inh hi DEA, PMI act
(41) Cc1ccc2nc(-c3ccc(SCC(=O)Nc4nnc(C)s4)nc3)[nH]c2c1
→ 1.1, 1, /, 1.1, -7, 0.3, 1, -7, 1, 1
(42) O=C(CC(=O)c1ccccc1)Nc1cccnc1Cl
→ 0.9, 0.9, -56, 0.9, 19, 1.6, 1, 9, 10, 0.9
(43) Cc1cc(C)n(C(=O)CCCn2cc([N+](=O)[O-])cn2)n1
→ 0.9, 1, 5, 0.9, -3, 1, 4, 9, 3, 1
(44) O=C(/C=C/c1cnc2ccccc2n1)NC12CC3CC(CC(C3)C1)C2
→ 1, 1, 11, 1.1, -8, 0.9, 1, -4, -2, 1.1
(45) COc1ccc(-c2cc(=O)c(C(=O)c3ccc(C)cc3)n[nH]2)cc1
→ 1, 1, -14, 1, -9, 1.1, -4, -1, 1, 1.1
(46) Cc1c(Cl)cccc1NC(=O)CSc1nnc(C)n1-c1ccccc1
→ 0.9, 1, 3, 1, -2, 1, -11, 12, 1, 1
(47) CN(C)S(=O)(=O)Nc1ccc2c(c1)Cc1ccccc1-2
→ 0.8, 1, 10, 0.9, 0, 0.9, -6, 16, 0, 0.9
(48) Cc1ccc(S(=O)(=O)CC(=O)Nc2ccc(S(=O)(=O)Nc3ccccn3)cc2)cc1
→ 0.9, 1.1, -4, 1, -14, 1, -1, 14, -5, 1.1
(49) CCOC(=O)C1CC=C(Cl)CC1C(=O)Nc1nccs1 (centres undefined)
→ 0.9, 1, 13, 0.8, -6, 0.9, -5, 13, 1, 0.9
